# Screening data deposited in PubChem by several laboratories.
# IMP-1 inh: blocks Pseudomonas aeruginosa IMP-1 metallo-beta-lactamase; purified IMP-1, nitrocefin hydrolysis, epi-absorbance fluorescence; inhibition, % at 5.6 µM; actives 0.45% (n = 290,000);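 active = inhibition above the mean plus 3 SD of all compounds in the same screening run, cut at about 4.5% in these data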;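 also: 0% = IMP-1 with DMSO and 100% = DMSO wells lacking enzyme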
#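 System: Purified IMP-1 | Read-out basis: Percent enzyme inhibition | Controls: IMP-1 with DMSO as 0%, enzyme-free DMSO as 100% | Replicates: One well per compound | Doses: 5.6 µM nominal single concentration | Detection: Epi-absorbance fluorescence, 480 nm excitation, 530 nm emission | Incubation: 25 °C, 15 min preincubation, 25 min reaction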
# MEKK2 mut-MEK5: signal of MEK5 binding to mutant human MEKK2 PB1 domain | actives 0.35% (n = 290,000) | bead flow cytometry, Alexa488-MEK5 binding to MEKK2 mutant | percent response, % at 10 µM | AID 1530; in the data active = percent response above about 24%, passing the limit was not always enough; also: inactives centre near 1; some results filed as inactive read as strong as hits
# NALP1 inh: blocks the NALP1 inflammasome reconstituted in yeast | inhibition, % at 10 µM | actives 0.61% (n = 280,000) | S. cerevisiae NALP1/ASC/caspase-1 growth, X-gal OD620, 72 h; in the data active = inhibition mostly above about 24%, no sharp cut-off; inactive = mostly below about 32%; also: some compounds called inactive have numbers as strong as hits
# VIM-2 inhibitor: inhibitors of Pseudomonas aeruginosa VIM-2 metallo-beta-lactamase; purified VIM-2, nitrocefin hydrolysis, epi-absorbance fluorescence; inhibition, % at 5.6 µM; actives 0.89% (n = 290,000); AID 1527;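 active = inhibition above the mean of all tested compounds plus 3 SD, cutoff set per screening run, cut at about 7.5% in these data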;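 also: red hydrolysis product quenches plate fluorescence so inhibitors raise well fluorescence; 0% = enzyme with DMSO and 100% = DMSO without enzyme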
# MEKK2 WT-MEK5: raises or lowers MEK5 binding to wildtype human MEKK2 PB1 domain. Q9Y2U5. bead flow cytometry, Alexa488-MEK5 binding to MEKK2 WT; actives lie on both sides. binding response (% of control), % at 10 µM. actives 1.1% (n = 290,000). AID 1531; in the data active = binding response below about 67% or above about 130%
# HCV NS3 hel inh: HCV NS3 helicase inhibition; inhibition, % at 10.9 µM; NS3 helicase DNA unwinding, Cy5 molecular beacon fluorescence; actives 0.56% (n = 290,000); AID 1800;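 active = inhibition above the mean of all tested compounds plus 3 SD, set per campaign, cut at about 35% in these data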;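 also: 0% = DMSO wells and 100% = thioflavine S control wells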
#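 Control set: DMSO versus 110 µM thioflavine S; Material: NS3 helicase fragment of HCV; Measured by: Cy5 fluorescence at 0 and 60 min, beacon hairpin quenching; Read-out basis: percent inhibition from t60/t0 fluorescence ratio; Times: reaction time 60 min, 25 °C; Repeats: single replicate; Compound dosing: single dose, 10.9 µM nominal final, DMSO 0.8% final.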
# M18AAP inhibitor: blocks P. falciparum M18 aspartyl aminopeptidase; recombinant PfM18AAP, H-Glu-NHMec fluorogenic cleavage; inhibition, % at 7.35 µM; actives 1.2% (n = 290,000); AID 1822;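 active = inhibition above the campaign mean inhibition over all tested compounds plus 3 SD, cut at about 28% in these data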;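 also: 0% = plate median of test compound wells and 100% = 2 mM ZnCl2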
# FID counter: displaces DNA intercalator in HCV helicase counter-screen. actives 0.17% (n = 290,000). inhibition, % at 7.9 µM. DNA fluorescent intercalator displacement, fluorescence. AID 1845; in the data active = inhibition above about 37%;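 also: 0% = vehicle and 100% = reference compound; higher means more ethidium bromide displaced from hairpin DNA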
# UBC9 SUMO inh: inhibitors of human SUMOylation (UBC9). HTRF SUMOylation assay, SAE1/SAE2 + UBC9, in vitro. P63279. actives 0.36% (n = 290,000). inhibition, % at 35 µM; in the data active = inhibition above about 50%, passing the limit was not always enough; also: strong numbers were not always called active
# Target sequence (P63279 whole entry, looked up): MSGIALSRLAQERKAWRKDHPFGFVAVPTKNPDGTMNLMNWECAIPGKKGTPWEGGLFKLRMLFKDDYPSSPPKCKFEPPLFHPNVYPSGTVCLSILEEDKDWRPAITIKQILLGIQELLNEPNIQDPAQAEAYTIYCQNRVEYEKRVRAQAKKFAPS
# * marks the source's active call; other numbers are inactive results; . = not tested or not shown.
smiles,IMP-1 inh,MEKK2 mut-MEK5,NALP1 inh,VIM-2 inhibitor,MEKK2 WT-MEK5,HCV NS3 hel inh,M18AAP inhibitor,FID counter,UBC9 SUMO inh
CCOc1ccc(C(=O)Nc2ccc(S(=O)(=O)NCC3CCCO3)cc2)cc1OCC (stereo not drawn),-2.2,3,18,0.5,106,-7,-12,-35,23
c1ccc(-c2csc(Nc3ncccn3)n2)cc1,-2.5,10,25,0.5,92,-15,-1,-2,8
CCc1nnc(NC(=O)Nc2ccccc2OC)s1,-3.3,-3,8,-0.6,97,-19,1,-4,-5
CCC1CCCCN1CCNC(=O)C1CCN(S(=O)(=O)c2cccc3nsnc23)CC1 (stereo not drawn),0.3,1,14,0.7,106,-22,9,11,9
COC(=O)C1CCN(CC(=O)Nc2cc(Cl)ccc2OC)CC1,-2.7,5,-3,-1.5,101,17,-13,-11,9
N/C(=N\OC(=O)CSc1ccccc1)c1ccncc1,-0.4,0,17,-0.5,102,-3,1,-17,-1
COC(=O)CNC(c1ccccc1)c1cc(Cl)ccc1NC(=O)c1cccc(Cl)c1 (stereo not drawn),-1.9,1,30,1.2,104,-11,-7,-17,-22
COc1ccc(-c2nnc(SCC(=O)N3CCCC3)o2)cc1,-0.3,-3,18,1.6,94,-10,-15,-14,11
COc1cccc(/C=C2\C(=O)C(=O)c3ccccc32)c1,-2.1,4,1,-2.5,103,9,-2,-9,43
Cc1nnc(SCc2ccccc2)nc1/C=C/NOCc1ccc(Cl)cc1Cl,-1.1,-1,-2,-3.6,91,-11,1,-3,-7
Cc1nc(C(=O)NNC(=O)Nc2ccc(Cl)cc2)cs1,-2.8,-5,.,-4.6,94,19,7,-4,4
NC(=O)c1ccc(N2CCN(c3ccccc3O)CC2)c([N+](=O)[O-])c1,-6.2,-2,-12,-0.6,97,8,36*,3,6
CN(C)S(=O)(=O)c1ccc(C(=O)NCCOc2ccc(F)cc2)cc1,-2.8,5,-21,-4.3,100,9,-7,-8,-4
N#Cc1ccc(CSc2nnc3[nH]c(=O)cc(N)n23)cc1,-2.4,-3,10,0.0,96,11,-4,-1,-18
Cc1nnc(NC(=O)CSc2nc(C(C)C)nc3sc(C)c(C)c23)s1,-3.7,-5,-4,-3.7,95,1,-2,-1,25
CNC[C@@H](Cc1ccccc1)NC[C@@H](CC1CCCCC1)NCCCc1ccccc1,-4.1,44*,-3,-3.3,244*,-81,5,38*,6
O=C(NCCN1CCCCC1)c1ccc2c(c1)OCCO2,-2.2,8,-15,0.0,110,5,-6,2,13
CC(Sc1nnc(Cc2ccc3c(c2)OCO3)o1)C(N)=O (stereo not drawn),-4.0,5,5,-5.8,116,1,1,-2,10
CCCS(=O)(=O)c1nc(S(=O)(=O)c2ccc(C)cc2)c(N2CC(C)OC(C)C2)s1 (stereo not drawn),-2.4,3,-7,-2.8,98,4,2,-40,10
CCc1ccc(NC(=O)C(C)Oc2nnc(-c3cccs3)c(-c3cccs3)n2)cc1 (stereo not drawn),-0.4,4,3,-2.6,93,0,-10,-5,-5
COc1ccccc1OCC(=O)Nc1nnc(C2CCCC2)s1,-0.5,-3,24,-1.0,99,3,-11,-44,4
CCOC(=O)CSc1nnc(Cn2nnc(-c3ccccc3)n2)n1CC,0.3,-3,10,-2.8,91,3,-2,-19,-15
Cn1nc(C(=O)N2CCOCC2)c2ccccc2c1=O,-1.4,0,31,-2.7,101,1,-3,-3,-1
Cc1cccc(N2CCN(C(C)C(=O)N3CCc4ccccc43)CC2)c1C (stereo not drawn),-1.7,-4,11,1.0,97,-15,-2,-15,-18
COc1nccnc1NS(=O)(=O)c1ccc(NC(=S)NC(=O)/C=C/c2ccccc2)cc1,-2.0,5,21,0.6,101,2,-5,-3,-8
C/C(=N/OC(=O)c1cccc(C(F)(F)F)c1)c1cnccn1,-0.8,3,8,-2.0,103,4,0,-5,10
Cc1nc2ncnn2c(N2CCC(C(=O)NC3CCCC3)CC2)c1Cc1ccccc1,-6.3,-3,5,-0.1,101,-3,-4,-42,10
Cc1ccc2oc(=O)c3cc(C(=O)N4CCN(C)CC4)sc3c2c1,-1.1,-15,.,13*,67,5,-1,6,11
Cc1ccc2cccc(OCCCOc3ccccc3CO)c2n1,-1.9,13,-1,-2.0,113,-3,-3,-22,12
O=c1sc(/C=N/Nc2ccccc2)c(Cl)n1Cc1ccccc1,-1.5,21,10,-1.1,123,2,-64,-1,32
O=C(Cc1c(F)cccc1Cl)NCc1cccnc1,-1.9,1,14,-2.3,104,0,2,-2,-10
COc1cc(C(=O)Nc2ccc(S(=O)(=O)N(C)c3ccccc3)cc2)cc(OC)c1OC,-1.4,-1,26,-0.9,115,-18,-10,-24,-1
O=[N+]([O-])c1ccc(OCC(O)CN(CCO)CCO)cc1 (stereo not drawn),-2.2,-1,22,-0.8,95,-17,1,2,2
COCCN(C(=O)C1CCC1)c1nnc(-c2cccnc2)s1,-2.4,6,17,-2.4,108,5,5,-14,-13
Cn1c(=O)c2c(ncn2CCC(=O)N/N=C/c2ccncc2)n(C)c1=O,-2.2,-15,-4,0.5,90,-6,-1,-5,5
COc1ccc(OC)c(Nc2nc3nonc3nc2N2CCCCC2)c1,-0.3,.,17,-2.1,.,2,-7,-4,4
N#C/C(=C\c1ccc([N+](=O)[O-])cc1)C(=O)NCCCn1ccnc1,-1.2,-1,.,-0.3,101,-4,-16,-3,26
Cc1cc(C)n(C(=O)/C(C#N)=C/N(C)C)n1,-2.8,-10,1,0.4,98,-4,6,-1,1
CCOC(=O)c1cnc(-c2ccccc2)nc1C(F)(F)F,-5.4,-4,8,-0.8,99,-4,1,0,-12
COc1ccc(C(C)(C)C)cc1NC(=O)c1ccoc1C,1.0,0,-2,-5.3,101,4,9,-16,-5
COC(=O)Cc1nc(Nc2ccccc2)sc1C,-1.9,-4,22,-2.2,92,-3,2,-6,0
Cc1ccc(-n2ncc3c2ncn2nc(-c4ccco4)nc32)c(C)c1,-5.2,-15,5,-2.2,85,25,8,-8,40
CCN(C(=O)Cn1nc(C(=O)O)c2ccccc2c1=O)C1CCCCC1,-1.0,1,10,-3.0,103,0,2,-30,19
O=c1oc(-c2ccccc2[N+](=O)[O-])nc2ccccc12,-2.6,2,42,-0.7,105,15,1,3,-1
Cc1nonc1C(=O)N/N=C/c1ccncc1,-3.5,6,10,-3.1,107,-2,6,-6,11
O=C(NCc1cccs1)c1ccc(CS(=O)Cc2cccc(Cl)c2)o1 (stereo not drawn),-1.1,-3,19,-2.2,94,0,-8,-20,4
O=C(NCC1CCCO1)C(c1ccncc1)N(Cc1ccc(F)cc1)C(=O)CN1C(=O)c2ccccc2S1(=O)=O (stereo not drawn),-2.3,1,24,-4.8,106,-10,-3,-18,-12
Cc1ccc(/C=C/C(=O)N2CC(C)CC(C)C2)o1 (stereo not drawn),-1.9,1,-4,-0.6,96,9,-55,-19,22
Cc1cc(C)c(NC(=O)c2cc(S(=O)(=O)N3CCOCC3)ccc2F)c(C)c1,-0.5,0,16,-2.6,98,-3,-4,-18,.
COC(=O)c1cc(=O)n(Cc2ccc3c(c2)OCO3)c(=Nc2ccccc2)s1,-3.1,3,20,-0.2,97,3,3,-2,-6

# Going on with the list:
smiles,IMP-1 inh,MEKK2 mut-MEK5,NALP1 inh,VIM-2 inhibitor,MEKK2 WT-MEK5,HCV NS3 hel inh,M18AAP inhibitor,FID counter,UBC9 SUMO inh
COc1ccccc1C(CNc1ncnc2sc(C)c(C)c12)N(C)C (stereo not drawn),-3.4,5,11,7.1,112,-17,-6,3,10
Cc1c(C(=O)NC2CCS(=O)(=O)C2)oc2ccccc12 (stereo not drawn),-4.1,2,-5,-4.0,99,5,3,-7,-5
Cc1ccc(S(=O)(=O)c2cc(C)cc(S(=O)(=O)Nc3ccc(C(=O)O)cc3)c2C)cc1,-0.8,1,7,-0.5,103,15,-7,-31,19
O=C(Nc1cccc(NC(=O)c2cccnc2Cl)c1)c1ccco1,-2.2,9,-17,0.0,98,7,1,-2,4
O=C(NCc1ccc(F)cc1)Nc1cccc(Cl)c1,-1.8,-2,-7,-2.7,112,3,0,4,2
O=C(CN1CCN(c2ccccc2)CC1)N/N=C/c1cccc(F)c1,-3.1,2,23,-1.0,100,-1,6,-14,8
CCCCCc1ccc(-c2cn(Cc3ccc([N+](=O)[O-])cc3)nn2)cc1,-4.2,0,13,-1.4,97,-8,-2,-11,7
CC1Cc2ccccc2N1CC(=O)Nc1cccc(S(N)(=O)=O)c1 (stereo not drawn),-2.1,-1,10,0.2,105,1,1,-2,6
Cn1nccc1C(=O)N1CCc2c([nH]c3ccccc23)C1c1ccc(F)cc1 (stereo not drawn),1.8,-13,7,-4.2,79,-12,4,-25,1
CC1CCCCN1C(=O)CSc1nnc(-c2cccnc2)n1C1CCCCC1 (stereo not drawn),-1.7,9,.,-1.9,106,1,3,-33,-2
CS(=O)(=O)N1CCN(C(=O)c2cc(-c3cccnc3)nc3ccc(Br)cc23)CC1,-2.2,7,-5,-2.3,108,0,2,-2,6
COC(=O)c1ccc(NC(=O)c2snnc2-c2ccccc2)cc1,-1.2,-15,-30,-0.4,92,-10,-2,-6,-2
CCOC(=O)c1c(C)n(C)c2ccc(O)c(CN3CCN(C)CC3)c12,-3.4,-4,-1,-5.2,97,-2,0,3,19
COCC(C)n1c(C)cc(C(=O)COC(=O)c2ccc(N3CCCC3=O)cc2)c1C (stereo not drawn),-3.2,3,13,-2.9,102,5,2,-31,6
COc1cc(/C=C/c2nc(N)nc(-c3ccccc3O)n2)cc(OC)c1OC,-0.5,1,22,-1.3,98,-3,1,-1,2
NC(=O)c1ccc(NS(=O)(=O)c2ccccc2F)cc1,-1.1,7,2,-0.7,101,3,-9,2,6
CCOC(=O)c1ccccc1NC(=S)N1CCN(C(=O)c2ccco2)CC1,-0.9,-5,4,2.1,96,-4,5,-24,-8
O=C1Nc2ccc(NS(=O)(=O)c3cccs3)c3cccc1c23,-2.4,.,15,-1.6,.,4,-3,5,13
O=C(NCCc1ccncc1)Nc1ccccc1Cl,-4.2,-4,12,-5.3,93,4,-4,2,-1
Cc1sc2ncn(Cc3ccccc3F)c(=O)c2c1C,-0.7,-18,-1,2.7,89,2,-14,-7,3

# Three entries already listed, arranged by heavy-atom count, lowest first.
smiles,IMP-1 inh,MEKK2 mut-MEK5,NALP1 inh,VIM-2 inhibitor,MEKK2 WT-MEK5,HCV NS3 hel inh,M18AAP inhibitor,FID counter,UBC9 SUMO inh
Cc1sc2ncn(Cc3ccccc3F)c(=O)c2c1C,-0.7,-18,-1,2.7,89,2,-14,-7,3
CC1CCCCN1C(=O)CSc1nnc(-c2cccnc2)n1C1CCCCC1 (stereo not drawn),-1.7,9,.,-1.9,106,1,3,-33,-2
Cc1ccc(S(=O)(=O)c2cc(C)cc(S(=O)(=O)Nc3ccc(C(=O)O)cc3)c2C)cc1,-0.8,1,7,-0.5,103,15,-7,-31,19
